Bioassay records from PubChem BioAssay.
Vif-APOBEC3F blk – inhibitors of Vif-A3F interaction; AID 602313; 390,000 tested, 0.2% active; Potency, µM (highest dose often 46.1 µM), for the others: at the top dose activity, negative = active; HeLa A3F-eYFP + Vif (tagged APOBEC3F with the HIV-1 protein that degrades it), YFP fluorescence increase; further: % of control where 0% means no effect; nearly all actives have a fitted effect of over 65% in size
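HeLa cells stably expressing Vif plus C-terminally eYFP-tagged A3F were seeded, incubated overnight at 37 deg C, dosed with compound, incubated overnight again at 37 deg C. Yellow fluorescence (Ex 488/Em 500-530) reported blocked Vif-mediated A3F-eYFP degradation.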
rTrxR1 inhibitor – inhibitors of rat thioredoxin reductase 1; recombinant rTrxR1, NADPH fluorescence consumption, selenite substrate; Potency, µM (top dose mostly 114 µM), without a hit: at the highest dose activity change, negative = inhibition, actives largely listed as inhibitors; 390,000 tested, 1% active; AID 588453; further: on the % scale 0 is the no-effect control and ±100 the full control effect; nearly all actives have a fitted effect of over 65% in size
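Rat TrxR1 (90 nM in the dispensed reagent) was pre-reduced with 400 uM NADPH for 5 min at room temperature, then incubated with compound for 15 min. After 400 uM selenite was added, NADPH fluorescence (Ex 340/Em 450 nm) was followed for 8 min.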
Vif-APOBEC3G blk – Vif-A3G binding inhibition; AID 602310; HeLa A3G-eYFP + Vif (tagged APOBEC3G with the HIV-1 protein that degrades it), YFP fluorescence, overnight; 410,000 tested, 0.076% active; Potency, µM (top dose mostly 46.1 µM), without a hit: top-dose activity, negative = active, most hits filed as inhibitors; Q9HC16;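 further: on the % scale 0 is the no-effect control and ±100 the full control effect; nearly all actives have a fitted effect of over 60% in size; hits raise eYFP signal because A3G escapes Vif-driven loss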
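Read-out is eYFP fluorescence (Ex 488/Em 500-530) from Vif-expressing HeLa A3G-eYFP cells; more signal means A3G escaped Vif-mediated degradation. Cells plated overnight, compound pinned in, incubated overnight at 37 deg C.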
RXFP1 ag – agonists of human relaxin receptor RXFP1; 370,000 tested, 0.3% active; Q9HBX9; HEK293T-RXFP1 cAMP TR-FRET, 30 min; response scale: percent of porcine relaxin response, buffer zero; Potency, µM (top dose mostly 57.5 µM), without a hit: at the highest dose activation, usual class: activators; AID 2676; further: on the % scale 0 is the no-effect control and ±100 the full control effect; nearly all actives have a fitted effect of over 60% in size; many of its hits are not listed in these tables
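HEK293 cells stably expressing RXFP1, treated 30 min at 37C with compounds plus PDE4 inhibitor Ro 20174; cAMP measured by HTRF TR-FRET. Normalized to buffer and 29 nM porcine relaxin; EC50 by Hill fit.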
12-LOX inh – ALOX12 (human) lipoxygenase inhibition. P18054. purified 12hLO, xylenol orange hydroperoxide absorbance. Potency, µM (highest dose often 108 µM), without a hit: at the top dose activity change, negative = inhibition, most hits filed as inhibitors. 580,000 tested, 1.1% active. AID 1671190; further: on the % scale 0 is the no-effect control and ±100 the full control effect
Target sequence (P18054 whole entry, looked up): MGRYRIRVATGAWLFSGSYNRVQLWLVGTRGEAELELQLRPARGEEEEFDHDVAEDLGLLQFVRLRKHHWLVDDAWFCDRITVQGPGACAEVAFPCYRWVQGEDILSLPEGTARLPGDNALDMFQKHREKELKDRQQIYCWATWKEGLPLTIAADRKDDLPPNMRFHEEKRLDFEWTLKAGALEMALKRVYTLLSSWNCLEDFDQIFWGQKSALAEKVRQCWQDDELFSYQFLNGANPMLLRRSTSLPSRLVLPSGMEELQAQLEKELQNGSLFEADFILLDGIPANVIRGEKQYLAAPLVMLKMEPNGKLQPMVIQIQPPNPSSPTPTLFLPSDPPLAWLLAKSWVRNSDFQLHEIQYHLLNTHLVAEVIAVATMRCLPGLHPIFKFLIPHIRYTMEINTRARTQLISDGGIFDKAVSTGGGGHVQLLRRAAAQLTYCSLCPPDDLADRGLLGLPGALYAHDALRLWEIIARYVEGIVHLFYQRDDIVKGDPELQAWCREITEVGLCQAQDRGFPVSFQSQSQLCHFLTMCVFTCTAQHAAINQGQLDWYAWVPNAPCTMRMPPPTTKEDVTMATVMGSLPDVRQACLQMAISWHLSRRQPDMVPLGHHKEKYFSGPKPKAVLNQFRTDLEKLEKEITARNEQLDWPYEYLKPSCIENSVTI
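Hydroperoxide product was detected by ferrous iron/xylenol orange as the 573 to 405 nm absorbance ratio. Arachidonic acid at 40 uM (final) was turned over for 30 min at room temperature by 150 nM human 12hLO, pH 7.0 Hepes buffer, after 15 min compound preincubation.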
RGS4 inh – blocks human RGS4-accelerated GTP hydrolysis; AID 504845; Transcreener GDP fluorescence polarization, RGS4-accelerated GTP hydrolysis; 390,000 tested, 0.039% active; Potency, µM (highest dose often 114 µM), for inactives: top-dose activity change, negative = inhibition, hits mostly inhibitors; P49798; further: on the % scale 0 is the no-effect control and ±100 the full control effect; nearly all actives have a fitted effect of over 75% in size; some results filed as inactive show a strong effect at the top dose
Target sequence (P49798 whole entry, looked up): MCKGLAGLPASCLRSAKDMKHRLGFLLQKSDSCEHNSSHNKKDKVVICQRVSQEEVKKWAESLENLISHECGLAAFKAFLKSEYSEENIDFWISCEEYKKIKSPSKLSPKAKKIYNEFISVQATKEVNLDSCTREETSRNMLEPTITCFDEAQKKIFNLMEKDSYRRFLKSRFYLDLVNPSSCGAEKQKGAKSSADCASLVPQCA
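MLSMR compounds (23 nl, pin-transferred) preincubated 10 min at room temperature with a 500nM (2x) first reagent, then RGS4 at 900nM (2x) plus Transcreener GDP mix added; fluorescence polarization (620/688 nm) read before and after 90 min at 30 °C.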
mIDH1 inhibitor – human IDH1 R132H inhibition; Potency, µM (doses to about 76.6 µM), without a hit: at the top dose activity change, negative = inhibition, hits mostly inhibitors; AID 602179; IDH1-R132H enzyme, NADPH consumption, diaphorase/resazurin fluorescence; 390,000 tested, 0.093% active; further: on the % scale 0 is the no-effect control and ±100 the full control effect; nearly all actives have a fitted effect of over 65% in size
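IDH1-R132H (0.5 ug/mL dispensed) in pH 7.5 Tris buffer was preincubated 30 min with compound, then given a substrate mix of 0.016 mM NADPH and 2 mM alpha-KG for 80 min at room temperature; remaining NADPH was read by diaphorase/resazurin fluorescence.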
USP1-UAF1 inh – blocks the human USP1/UAF1 deubiquitinase complex; O94782; recombinant USP1/UAF1, Ub-Rhodamine cleavage fluorescence; Potency, µM (highest dose often 57.1 µM), inactives show at the highest dose activity change, negative = inhibition, most hits filed as inhibitors; 390,000 tested, 0.23% active; AID 743255; further: on the % scale 0 is the no-effect control and ±100 the full control effect; nearly all actives have a fitted effect of over 60% in size; inactives centre near -12
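1 nM enzyme complex + cpd, 15 min RT; start with Ub-Rho 150nM final; kinetic fluorescence ex 480/em 540, 6 reads q60 s. Buffer 50mM HEPES pH 7.8, 0.5mM EDTA, 0.1 mg/ml BSA, 1mM TCEP, 0.01% Tween-20.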
TrxR1 substrate – is turned over as a substrate by rat TrxR1. O89049. AID 588456. 390,000 tested, 0.01% active. Potency, µM (titrated, usually from 114 µM), inactives show at the top dose activity change, negative = substrate turnover. purified TrxR1 substrate turnover, NADPH consumption readout; further: on the % scale 0 is the no-effect control and ±100 the full control effect; nearly all actives have a fitted effect of over 50% in size
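Rat TrxR1, dispensed at 90 nM, was prereduced with 400 uM NADPH (final) for 5 min at ~22 deg C, then incubated with compound 15 min before 400 uM selenite. A first-read NADPH fluorescence drop versus no-compound background flagged substrates.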
* marks the source's active call; other numbers are inactive results; ? = inconclusive; . = not tested or not shown; & = joins results of further samples; [ ] = another dose, or the depositor's remark. The call rests on the fitted dose curve; in most records, active means well fitted curve in the direction sought with a large enough effect; inconclusive means small, poorly fitted or top-dose-only effect, or another doubt; inactive means no such curve, though single readings can be large; an effect the other way counts as inactive or inconclusive. Potency means the concentration at half of the fitted maximal effect. Some of the compounds tested. The share of hits here may be higher or lower than overall.

(1) CCOc1cccc2sc(N(CCN(CC)CC)C(=O)c3ccc(S(=O)(=O)N4CCCC4)cc3)nc12
(2) CCOc1ccc(N2CC(C(=O)Nc3ccc(S(=O)(=O)N4CCOCC4)cc3)CC2=O)cc1 (stereo not given)
(3) CN(C)CCCN(C(=O)c1ccc(S(=O)(=O)N2CCOCC2)cc1)c1nc2cc3c(cc2s1)OCO3
(4) COc1ccc(CNC(=O)C[C@H]2C[C@H](C(=O)N3CCCCC3)[C@@]3(CCc4ccccc4)c4[nH]c5ccc(Cl)cc5c4CCN3C2=O)cc1OC
(5) NC(=O)c1oc2ccccc2c1NC(=O)c1ccc([N+](=O)[O-])o1
(6) CN(C(=O)c1ccco1)c1nc(-c2ccccc2)cs1
(7) O=C(CNC(=O)c1ccccc1)Nc1cccc(C(F)(F)F)c1
(8) CN(CC(=O)Nc1cc(S(=O)(=O)N2CCCC2)ccc1Cl)Cc1ccc2c(c1)OCO2
screen / no.,1,2,3,4,5,6,7,8
Vif-APOBEC3F blk,5%,8%,-8%,-4%,7%,0%,4%,-4%
rTrxR1 inhibitor,8%,6%,9%,6%,-5%,13%,12%,16%
Vif-APOBEC3G blk,1%,2%,1%,-1%,-16%,-4%,0%,3%
RXFP1 ag,0.3%,2.3%,2.2%,.,2.8%,1.4%,-0.5%,4.8%
12-LOX inh,-25%,-6%,-9%,?,3%,0%,13%,177%[activator]
RGS4 inh,-6%,-15%,-14%,-19%,-17%,0%,-8%,-34%
mIDH1 inhibitor,4%,10%,-5%,5%,0%,7%,-1%,1%
USP1-UAF1 inh,-11%,-22%,-8%,-32%,-21%,-19%,-10%,-22%
TrxR1 substrate,-1%,-1%,4%,-4%,-1%,4%,2%,1%

(9) CC(=O)c1ccc(S(=O)(=O)N2CCCC2)cc1
(10) CC1(C)Cc2c(sc3[nH]c(=S)n(Cc4ccccc4)c(=O)c23)CO1
(11) O=C(Cn1nnc(-c2ccc(CN3CCOCC3)cc2)n1)N1CCCc2ccccc21
(12) COc1ccc(S(=O)(=O)c2c(N)n(Cc3ccco3)c3nc4ccccc4nc23)cc1
(13) CC(C)c1ccc(NC(=O)C(=O)c2cn(CC(=O)N3CCCCC3)c3ccccc23)cc1
(14) CC(C)CN(CCCNC(=O)CN1C(=O)CSc2ccc(S(=O)(=O)N3CCOCC3)cc21)CC(C)C
(15) Cc1nn(C(=O)c2ccco2)c(C)c1CN1C(=O)c2ccccc2C1=O
(16) O=C(/C=C/c1ccc(Cl)cc1)Nc1ccc(CN2CCOCC2)cc1
screen / no.,9,10,11,12,13,14,15,16
Vif-APOBEC3F blk,-3%,1%,-1%,-3%,1%,-3%&10%,-1%,8%
rTrxR1 inhibitor,-3%,?,6%,?,-3%,26%,28%,20%
Vif-APOBEC3G blk,0%,-2%,-6%,-8%,0%,1%&0%,1%,-2%
RXFP1 ag,0.0%,5.9%,-0.6%,0.8%,1.2%,1.5%&0.6%,1.2%,0.3%
12-LOX inh,-3%,?,-4%,0%,-26%,-9%&-7%,2%,-16%
RGS4 inh,6%,-18%,3%,?,-3%,-5%&-19%,14%,6%
mIDH1 inhibitor,-1%,2%,1%,7%,5%,1%&11%,-6%,10%
USP1-UAF1 inh,3%,-18%,-12%,-17%,-9%,-5%&-21%,1%,-25%
TrxR1 substrate,7%,-4%,2%,25%[57.1 µM],-10%,1%,8%,-4%

(17) CCC1SC(C)C/C(=N/NC(N)=O)C1C (stereo not given)
(18) C[C@@H](C(=O)N1CCN(c2ccccc2)CC1)N1C(=O)C2CC=CCC2C1=O (stereo not given in full)
(19) Cn1ccnc1Sc1ccc(/C=N/NC(=O)c2ccccc2O)cc1[N+](=O)[O-]
(20) CC(=O)c1ccc(NC(=O)COc2ccccc2-c2nc(C(C)C)no2)cc1
(21) CC(C)C1=C2CCCCC2NC(=O)N1 (stereo not given)
(22) CS(=O)(=O)N(CC(=O)NCCSCc1ccccc1)c1ccccc1Br
(23) CC(=O)c1c(OCC(=O)O)ccc2c(C)cc(=O)oc12
(24) Cc1cc(C)cc(NC(=S)NCCc2ccc(S(N)(=O)=O)cc2)c1
screen / no.,17,18,19,20,21,22,23,24
Vif-APOBEC3F blk,6%,0%,-6%,2%,-3%,-5%,-2%,-9%
rTrxR1 inhibitor,5%[57.1 µM],9%,-10%,13%,?,8%,12%,7%[57.1 µM]
Vif-APOBEC3G blk,-4%,0%,1%,-1%,1%,3%,5%,3%
RXFP1 ag,7.6%,.,1.0%,-0.8%,-0.7%,0.1%,2.3%,1.0%
12-LOX inh,12%,-23%,-15%,0%,3%,8%,-5%,?
RGS4 inh,-28%,16%,14%,-5%,-1%,-2%,-5%,-8%
mIDH1 inhibitor,1%,-5%,2%,-8%,-2%,-1%,1%,-3%
USP1-UAF1 inh,0%,-19%,-6%,-20%,-7%,-15%,1%,-19%
TrxR1 substrate,-21%[57.1 µM],5%,-14%,3%,8%,-7%,14%,8%[57.1 µM]

Reformatted as labelled records: part of the list above
17: CCC1SC(C)C/C(=N/NC(N)=O)C1C (stereo not given)
  Vif-APOBEC3F blk = 6%
  rTrxR1 inhibitor = 5%[57.1 µM]
  Vif-APOBEC3G blk = -4%
  RXFP1 ag = 7.6%
  12-LOX inh = 12%
  RGS4 inh = -28%
  mIDH1 inhibitor = 1%
  USP1-UAF1 inh = 0%
  TrxR1 substrate = -21%[57.1 µM]

18: C[C@@H](C(=O)N1CCN(c2ccccc2)CC1)N1C(=O)C2CC=CCC2C1=O (stereo not given in full)
  Vif-APOBEC3F blk = 0%
  rTrxR1 inhibitor = 9%
  Vif-APOBEC3G blk = 0%
  RXFP1 ag = .
  12-LOX inh = -23%
  RGS4 inh = 16%
  mIDH1 inhibitor = -5%
  USP1-UAF1 inh = -19%
  TrxR1 substrate = 5%

Going on with the list.
(25) Cc1ccc(-c2cnc(C3CC3)o2)cc1S(=O)(=O)Nc1cccc(C#N)c1
(26) O=C(Nc1ccc(F)cc1F)N1CCN(c2ncccn2)CC1
(27) O=S(=O)(/N=C(/Nc1cccc2ccccc12)c1ccccc1)c1ccccc1
(28) COc1ccc(S(=O)(=O)N(C)CC(=O)NC2CCCC2)cc1OC
(29) COC(=O)c1ccccc1NC(=O)CSc1nc2ccccc2nc1Cc1ccccc1OC
(30) O=C(c1cc2c(ccc3ccccc32)o1)N1CCCCC1
(31) CCCn1c(SCN2C(=O)c3ccccc3C2=O)nc2cc(Cl)ccc2c1=O
(32) O=C(OCC(=O)N1CCCC1=O)c1cccc([N+](=O)[O-])c1
screen / no.,25,26,27,28,29,30,31,32
Vif-APOBEC3F blk,.,-2%,-10%,10%,0%,2%,0%,2%
rTrxR1 inhibitor,10%[57.1 µM],-3%[57.1 µM],-3%[57.1 µM],11%,15%[57.1 µM],-9%,16%,24%
Vif-APOBEC3G blk,.,1%,-6%,0%,0%,0%,0%,-13%
RXFP1 ag,-0.2%,0.1%,0.2%,2.0%,13%,-0.3%,2.7%,4.9%
12-LOX inh,-21%,19%,-18%,-1%,-16%,0%,-3%,8%
RGS4 inh,13%,19%,-8%,-18%,11%,-3%,-32%,3%
mIDH1 inhibitor,.,-1%,-5%,1%,4%,5%,2%,8%
USP1-UAF1 inh,-20%,-5%,-3%,-21%,-28%,-17%,-16%,-14%
TrxR1 substrate,3%[57.1 µM],14%[57.1 µM],-2%[57.1 µM],0%,8%[57.1 µM],-12%,6%,8%

(33) O=C1Nc2cc(S(=O)(=O)N3CCCC3)ccc2N2CCCC12 (stereo not given)
(34) COc1ccc([C@H]2CC(=O)C=C(c3cccc(C(C)C)c3)C2)cc1OC
(35) CCOC(=O)C1CCCN(C(=O)c2cc(-c3ccc(C)cc3)nc3ccccc23)C1 (stereo not given)
(36) O=C(Nc1ccccc1O)c1cc(S(=O)(=O)N2CCCC2)ccc1Cl
(37) O=C(N/N=C/c1cccnc1)c1ccc(NC(=O)c2ccc(F)cc2)cc1
(38) COc1ccc(-c2nc(CS(=O)CC(=O)NCCc3ccc(OC)c(OC)c3)c(C)o2)cc1 (stereo not given)
screen / no.,33,34,35,36,37,38
Vif-APOBEC3F blk,-11%,2%,-5%,-3%,-4%,0%
rTrxR1 inhibitor,50µM*,15%,-5%[57.1 µM],14%,16%[0.0914 µM],-16%
Vif-APOBEC3G blk,-10%,1%,-13%,6%,0%,1%
RXFP1 ag,6.4%,1.5%,2.8%,0.1%,-0.6%,3.1%
12-LOX inh,-30%,0%,-1%,?,3%,-3%
RGS4 inh,-61%,4%,-15%,10%,9%,12%[11.4 µM]
mIDH1 inhibitor,0%,-8%,-1%,0%,12%,0%
USP1-UAF1 inh,-25%,?,-23%,-1%,-11%,-13%
TrxR1 substrate,-3%,-4%,11%,3%,-8%,5%
